# Vif-APOBEC3G blk: qHTS for Inhibitors of Vif-A3G Interactions: qHTS; Potency, µM (doses to about 46.1 µM), without a hit: at the highest dose activity, negative = active, hits mostly inhibitors; HeLa A3G-eYFP + Vif (tagged APOBEC3G with the HIV-1 protein that degrades it), YFP fluorescence, overnight; actives 0.076% (n = 410,000); AID 602310, 2012;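 also: potency is read from the fitted curve at half-maximal effect; % is scaled to controls: 0 for no effect and ±100 for the full control effect; nearly all actives have a fitted effect of over 60% in size; hits raise eYFP signal because A3G escapes Vif-driven loss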
# Target sequence (Q9HC16 whole entry, looked up): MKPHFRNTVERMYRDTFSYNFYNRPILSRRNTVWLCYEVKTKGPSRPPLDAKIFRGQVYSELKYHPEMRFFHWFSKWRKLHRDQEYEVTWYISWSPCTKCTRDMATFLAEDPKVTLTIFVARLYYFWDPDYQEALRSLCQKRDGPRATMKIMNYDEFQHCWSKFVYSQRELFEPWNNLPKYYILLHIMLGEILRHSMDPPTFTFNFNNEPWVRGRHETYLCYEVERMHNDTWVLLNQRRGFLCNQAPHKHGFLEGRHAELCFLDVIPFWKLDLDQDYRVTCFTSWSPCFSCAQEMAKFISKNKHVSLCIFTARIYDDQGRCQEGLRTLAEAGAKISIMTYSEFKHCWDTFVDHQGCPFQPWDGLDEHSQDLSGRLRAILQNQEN
#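 HeLa cells stably expressing Vif and C-terminally eYFP-tagged A3G, seeded overnight at 37 deg C, then exposed to compound by pintool overnight at 37 deg C. Rise in yellow fluorescence (Ex 488/Em 500-530, Acumen) marks blocked Vif-driven A3G degradation.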
# D1 PAM: Potentiators of Human D1 Dopamine Receptor: qHTS | potentiation, % at 10 µM | actives 0.036% (n = 360,000) | HEK293 TREx D1 cells, calcium flux, dopamine EC20 potentiation; in the data active = potentiation above about 30%; also: 0% is about no effect
# Target sequence (P21728 whole entry, looked up): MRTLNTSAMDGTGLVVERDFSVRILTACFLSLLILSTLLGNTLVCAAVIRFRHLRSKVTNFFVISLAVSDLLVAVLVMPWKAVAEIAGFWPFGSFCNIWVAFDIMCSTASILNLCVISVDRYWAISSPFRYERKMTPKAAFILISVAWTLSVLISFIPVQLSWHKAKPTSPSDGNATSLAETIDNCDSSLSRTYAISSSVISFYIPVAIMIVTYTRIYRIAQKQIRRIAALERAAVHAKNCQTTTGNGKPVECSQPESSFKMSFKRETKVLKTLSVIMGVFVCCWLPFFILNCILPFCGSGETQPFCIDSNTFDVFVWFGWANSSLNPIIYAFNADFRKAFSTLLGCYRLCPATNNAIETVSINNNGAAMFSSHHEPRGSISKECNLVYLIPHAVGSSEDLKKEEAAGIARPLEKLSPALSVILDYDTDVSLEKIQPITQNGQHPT
# LDHA inh: qHTS assay for inhibitors of human lactate dehydrogenase; purified LDHA, NADH/diaphorase-resazurin fluorescence; hits give low values; actives 0.15% (n = 480,000); AID 1347041, 2019; activity change, % (values are at about 110 or 230 µM); L-lactate dehydrogenase A chain (Homo sapiens), P00338; in the data active = activity change below about -30%; inconclusive = mostly about -25% to -30%;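 also: plate controls were DMSO wells for no effect and wells without enzyme for full effect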
#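 Enzyme activity of human lactate dehydrogenase 5 (2 nM; 0.06 mM NADH, 0.2 mM pyruvate, 5 min, RT) is measured via a resazurin/diaphorase fluorescence readout of residual NADH.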
# GRP78 ERSR act: qHTS for Inducers of the Endoplasmic Reticulum Stress Response (ERSR) in Human Glioma: qHTS; U87-MG GRP78 promoter luciferase reporter, 16 h; actives 0.02% (n = 420,000); Potency, µM, without a hit: top-dose activation, actives largely listed as activators; also: potency is read from the fitted curve at half-maximal effect; series mostly up to about 76 µM; % of control where 0% means no effect; nearly all actives have a fitted effect of over 35% in size
#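 ERSR induction read as luciferase luminescence (Bright-Glo, 10 min at room temperature) in stably transfected human U87-MG glioma cells exposed to compounds for 16 h, using GRP78 as sensor.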
# D1 antag: Antagonist of Human D 1 Dopamine Receptor: qHTS | D(1A) dopamine receptor (Homo sapiens), P21728 | HEK293 TREx D1 cells, calcium flux, dopamine EC80; hits give low values | activity change, negative = inhibition, % at 10 µM | actives 3.2% (n = 360,000) | AID 504652, 2011; in the data active = activity change below about -30%; also: % is scaled to controls: 0 for no effect and ±100 for the full control effect
#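 Cells carrying a force-coupled, tetracycline-inducible human D1 receptor report calcium flux. Each well gets a 10 s baseline, compound with 180 s monitoring, then an EC80 dopamine stimulus with a second 180 s kinetic read.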
# D2 potentiator: HTS Assay for Positive Allosteric Modulators of the Human D2 Dopamine Receptor: Primary Screen for Potentiators. HEK293 T-REx D2, calcium flux, EC20 dopamine potentiation. potentiation, % at 10 µM. actives 0.34% (n = 340,000);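 active = potentiation over 3 SD above the plate norm, cut at about 30% in these data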; also: 0% is about no effect
#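 Using a no-wash calcium dye in inducible, force-coupled HEK293 Trex cells expressing D2, we tracked fluorescence each second for 180 s after compound, then for 180 s after EC20 dopamine to detect augmented signalling.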
# D1 agonist: Allosteric Agonists of the Human D1 Dopamine Receptor: qHTS; D(1A) dopamine receptor (Homo sapiens), P21728; AID 504660, 2011; actives 1% (n = 360,000); activation, % at 2 µM; HEK293 T-REx D1 cells, calcium flux, agonist mode; in the data active = activation above about 30%; also: 0% is about no effect
#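 Agonism was scored from calcium flux recorded over 180 s (1 read/s) after pintool compound addition, following a 10-cycle baseline. Cells were inducible force-coupled HEK293 TREx D1, plated overnight at 30 C and loaded with no-wash calcium dye.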
# RXFP1 agonist: qHTS Assay for Agonists of the Relaxin Receptor RXFP1; Relaxin receptor 1 (Homo sapiens), Q9HBX9; actives 0.3% (n = 370,000); HEK293T-RXFP1 cAMP TR-FRET, 30 min; response scale: percent of porcine relaxin response, buffer zero; AID 2676, 2010; Potency, µM (titrated, usually from 57.5 µM), for inactives: at the top dose activation, most hits filed as activators; also: potency is read from the fitted curve at half-maximal effect; % is scaled to controls: 0 for no effect and ±100 for the full control effect; nearly all actives have a fitted effect of over 60% in size; many of its hits are not listed in these tables
#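 Agonist response is measured as cAMP accumulation in an RXFP1-transfected HEK293T line under PDE4 inhibition. Values are scaled between buffer-only and 29 nM porcine relaxin, and EC50s come from standard Hill equation fits.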
# Vif-A3F inh: qHTS for Inhibitors of Vif-A3F Interactions: qHTS. HeLa A3F-eYFP + Vif (tagged APOBEC3F with the HIV-1 protein that degrades it), YFP fluorescence increase. Potency, µM (top dose mostly 46.1 µM), inactives show at the highest dose activity, negative = active. actives 0.2% (n = 390,000); also: potency is read from the fitted curve at half-maximal effect; % of control where 0% means no effect; nearly all actives have a fitted effect of over 65% in size
#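 HeLa cells stably expressing Vif plus C-terminally eYFP-tagged A3F were seeded, incubated overnight at 37 deg C, dosed with compound, incubated overnight again at 37 deg C. Yellow fluorescence (Ex 488/Em 500-530) reported blocked Vif-mediated A3F-eYFP degradation.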
# Starred values were filed as active, the others as inactive; ? = inconclusive; . = no result given; & = joins results of further samples. Unless noted, calls follow the shape of the dose curve; as a rule, active = well fitted curve in the direction sought with a large enough effect; inconclusive = small, poorly fitted or top-dose-only effect, or another doubt; inactive = no such curve, though single readings can be large; an effect the other way counts as inactive or inconclusive. Some of the compounds tested; count on the stated rates, not on these rows.
SMILES,Vif-APOBEC3G blk,D1 PAM,LDHA inh,GRP78 ERSR act,D1 antag,D2 potentiator,D1 agonist,RXFP1 agonist,Vif-A3F inh
Cc1ccc(-n2c(SCC(=O)N/N=C/c3c(C)nn(-c4ccccc4)c3C)nc3ccccc3c2=O)cc1,0%,-2,-5,-5%,-3,-3,3,0.0%,6%
CSCCC(NC(=O)c1ccccc1Cl)C(=O)N1CCCCCCC1 (stereo not given),-6%,-5,-1,0%,-9,-3,1,1.0%,-7%
NS(=O)(=O)c1cccc(NC(=O)COC(=O)/C=C/c2ccco2)c1,-1%,0,-4,3%,-5,-5,-1,2.2%,2%
COc1cccc(NC(=S)NC(C)c2ccc(OC)c(OC)c2)c1 (stereo not given),1%,-4,-11,3%,.,.,5,-0.3%,6%
Cc1ccc(-c2nn3c(C)nnc3c3ccccc23)cc1S(=O)(=O)NCCN1CCOCC1,-2%,-8,0,-1%,8,7,1,24%,-1%
OCCOCCn1c(C2CCCN2c2nc(-c3ccc(F)cc3)cs2)nc2cc(Cl)c(Cl)cc21 (stereo not given),-14%,.,-6,-2%,.,.,.,.,0%
Cc1occc1C(=O)Nc1cccc([N+](=O)[O-])c1,-4%,3,1,-2%,-14,5,1,-0.5%,-4%
COc1ccc(C(=O)Nc2cccc(C(C)=O)c2)c(OC)c1OC,0%,-2,-3,-2%,3,-8,3,-0.7%,1%
CCCC(=O)Nc1ccc(NC(=S)NC(=O)c2cccs2)cc1,-25%,0,3,-2%,-16,4,4,4.1%,-26%
O=C(CSc1nnc(C2CC2)n1C1CC1)c1ccc(F)cc1,4%,.,-1,2%,8,6,3,-0.9%,-2%
COc1cccc(CNC(=O)c2ccc(S(=O)(=O)N3CCOCC3)cc2)c1,-13%,-4,-6,-3%,-20,1,1,-0.4%,-1%
CCOC(=O)CNC(=O)Nc1nnc(-c2ccc(OCC)cc2)o1,4%,3,0,-1%,-6,7,2,-0.1%,-6%
CCOC(=O)c1ccccc1NC(=O)CSc1nc(N)cc(N)n1,0%,-3,-3,-9%,-2,4,1,2.3%,0%
Cc1c(NC(=S)N/N=C/c2cccc(O)c2)c(=O)n(-c2ccccc2)n1C,1%,-2,2,-5%,0,.,4,1.2%,-4%
Cc1ccc(CNC(=O)C2CCC(CNc3c(N4CCOCC4)c(=O)c3=O)CC2)cc1 (stereo not given),1%,-1,-14,-2%,0,-14,2,-0.2%,0%
Cc1ccc(N(C(=O)Cc2c[nH]c3ccccc23)C(C(=O)NC2CCCCC2)c2ccco2)cc1 (stereo not given),0%,4,2,-1%,-2,-3,2,-0.4%,5%
COc1ccc(C2C(C#N)=C(N)Oc3cc(C)n(Cc4ccco4)c(=O)c32)cc1 (stereo not given),-4%,-4,1,-4%,.,-2,0,0.6%,5%
COCc1nc2ccccc2n1Cc1ccccc1Br,-20%,1,-2,-1%,-5,2,31*,0.3%,-1%
CN1C(=O)c2ccc(C(=O)NCc3ccco3)cc2C1=O,2%,-9,-12,-3%,9,9,1,2.3%,4%
Cc1cc(C(=O)NCc2ccc(S(N)(=O)=O)cc2)cs1,2%,2,-9,-4%,9,8,2,3.0%,-9%
Cn1cccc1/C=N/NC(=O)c1cc(-c2cccs2)nc2ccccc12,?,-2,-5,-1%,-5,1,1,-0.4%,-2%
COc1ccc(CC(=O)NCC2CCCN(Cc3ccc(OC(F)(F)F)cc3)C2)cc1 (stereo not given),2%,0,-12,-4%,-4,11,9,-0.1%,-6%
CN(C)Cc1nnnn1-c1ccccc1,-1%,8,0,0%,4,-1,1,-0.2%,9%
CC(=O)NC1C(=O)N=C(SCC(=O)Nc2ccc(C(F)(F)F)cc2Cl)NC1=O (stereo not given),-14%,-4,-9,-2%,8,14,3,0.7%,-7%
Nc1cc2[nH]c(=O)c3ccccc3c2cc1[N+](=O)[O-],0%,.,-5,-2%,.,.,.,.,8%

# 2 compounds from above, showing only RXFP1 agonist and D1 agonist.
Compound	RXFP1 agonist	D1 agonist
Cn1cccc1/C=N/NC(=O)c1cc(-c2cccs2)nc2ccccc12	-0.4%	1
COc1ccc(CC(=O)NCC2CCCN(Cc3ccc(OC(F)(F)F)cc3)C2)cc1 (stereo not given)	-0.1%	9

# Single records, as listed above. Order of values: Vif-APOBEC3G blk | D1 PAM | LDHA inh | GRP78 ERSR act | D1 antag | D2 potentiator | D1 agonist | RXFP1 agonist | Vif-A3F inh
# `CCOC(=O)c1ccccc1NC(=O)CSc1nc(N)cc(N)n1` is listed with 0% | -3 | -3 | -9% | -2 | 4 | 1 | 2.3% | 0%
# `CSCCC(NC(=O)c1ccccc1Cl)C(=O)N1CCCCCCC1` (stereo not given) is listed with -6% | -5 | -1 | 0% | -9 | -3 | 1 | 1.0% | -7%
# `Cc1cc(C(=O)NCc2ccc(S(N)(=O)=O)cc2)cs1` is listed with 2% | 2 | -9 | -4% | 9 | 8 | 2 | 3.0% | -9%
# `CN1C(=O)c2ccc(C(=O)NCc3ccco3)cc2C1=O` is listed with 2% | -9 | -12 | -3% | 9 | 9 | 1 | 2.3% | 4%
# `COc1cccc(NC(=S)NC(C)c2ccc(OC)c(OC)c2)c1` (stereo not given) is listed with 1% | -4 | -11 | 3% | . | . | 5 | -0.3% | 6%

# (more compounds)
SMILES,Vif-APOBEC3G blk,D1 PAM,LDHA inh,GRP78 ERSR act,D1 antag,D2 potentiator,D1 agonist,RXFP1 agonist,Vif-A3F inh
Cc1ccc(-n2c(Cc3cccn3C)nnc2SCC(=O)NCc2ccc3c(c2)OCO3)cc1,1%,6,10,-1%,20,2,-3,1.0%,-20%
COc1cccc(/C=C/C(=O)OCC(=O)NCCCc2ccccc2)c1OC,2%,.,-1,-6%,.,.,.,.,-9%
CCOC(=O)c1c(S(=O)(=O)NCc2ccc(C)o2)c(C)n(C)c1C,1%,-8,0,-4%,3,-2,2,-2.2%,-2%
COC(=O)c1cc(S(=O)(=O)N2CCCCC2)ccc1N1CCOCC1,2%,5,0&0,-1%,4,2,3,2.4%,7%
Cc1nc2ccc(NC(=O)c3oc4ccc(F)cc4c3C)cc2s1,-8%,-10,1,-3%,-6,-12,1,30%,-20%
Fc1c(F)c(C(F)(F)F)c(F)c(F)c1N/N=C\c1cccs1,-3%,-4,4,1%,-34*,8,12,0.7%,1%
O=C(NCC(c1ccc2c(c1)OCO2)N1CCOCC1)C(=O)Nc1ccccc1 (stereo not given),2%,-3,-1,0%,22,.,1,-0.7%,-2%
Nc1ccccc1NC(=O)c1ccccc1N,-1%,-5,-8,3%,2,-8,1,3.6%,2%
Cc1ccc(OCC(O)CN2CCOCC2)cc1C (stereo not given),4%,-2,-1,4%,15,2,2,-2.0%,2%
Cc1ccc(S(=O)(=O)NN2C(=O)/C(=C/c3cccs3)SC2=S)cc1,-5%,11,-5,-3%,-3,-2,0,4.8%,5%
COc1ccc(CNC(=O)c2ccc(Br)cc2)cc1,.,-5,.,.,1,2,1,0.9%,.
CC(C)C(=O)N1CCN(c2ccc(NC(=O)c3ccc4c(c3)OCCO4)cc2)CC1,2%,-6,-7,-4%,-11,-6,4,4.1%,6%
Cc1noc(C)c1C(=O)N(C)CC(=O)Nc1ccc(F)c(F)c1F,0%,0,-2,-1%,-8,-3,1,0.5%,1%
O=C1C(=O)N(CCN2CCOCC2)C(c2ccc(Cl)c(Cl)c2)/C1=C(/O)c1ccc2c(c1)OCO2 (stereo not given),0%,4,-5,0%,13,10,3,11%,9%

# Sorted by value in D1 agonist (largest number first): 5 of the compounds above.
smiles	D1 agonist
Fc1c(F)c(C(F)(F)F)c(F)c(F)c1N/N=C\c1cccs1	12
CC(C)C(=O)N1CCN(c2ccc(NC(=O)c3ccc4c(c3)OCCO4)cc2)CC1	4
COC(=O)c1cc(S(=O)(=O)N2CCCCC2)ccc1N1CCOCC1	3
Cc1noc(C)c1C(=O)N(C)CC(=O)Nc1ccc(F)c(F)c1F	1
Cc1ccc(-n2c(Cc3cccn3C)nnc2SCC(=O)NCc2ccc3c(c2)OCO3)cc1	-3

# Source: PubChem BioAssay
